Screens as filed in PubChem.
12-LOX inh = Primary qHTS assay for inhibitors of human arachidonate 12S-lipoxygenase (ALOX12): Round 2. Polyunsaturated fatty acid lipoxygenase ALOX12 (Homo sapiens), P18054. purified 12hLO, xylenol orange hydroperoxide absorbance. Potency, µM (top dose mostly 108 µM), without a hit: at the top dose activity change, negative = inhibition, hits mostly inhibitors. 580,000 compounds, 1.1% hits. AID 1671190, 2021; active means well fitted inhibition curve with a large enough effect; inconclusive means small, poorly fitted or top-dose-only effect, or another doubt; inactive means no such curve, though single readings can be large or run the other way
Target sequence (P18054 whole entry, looked up): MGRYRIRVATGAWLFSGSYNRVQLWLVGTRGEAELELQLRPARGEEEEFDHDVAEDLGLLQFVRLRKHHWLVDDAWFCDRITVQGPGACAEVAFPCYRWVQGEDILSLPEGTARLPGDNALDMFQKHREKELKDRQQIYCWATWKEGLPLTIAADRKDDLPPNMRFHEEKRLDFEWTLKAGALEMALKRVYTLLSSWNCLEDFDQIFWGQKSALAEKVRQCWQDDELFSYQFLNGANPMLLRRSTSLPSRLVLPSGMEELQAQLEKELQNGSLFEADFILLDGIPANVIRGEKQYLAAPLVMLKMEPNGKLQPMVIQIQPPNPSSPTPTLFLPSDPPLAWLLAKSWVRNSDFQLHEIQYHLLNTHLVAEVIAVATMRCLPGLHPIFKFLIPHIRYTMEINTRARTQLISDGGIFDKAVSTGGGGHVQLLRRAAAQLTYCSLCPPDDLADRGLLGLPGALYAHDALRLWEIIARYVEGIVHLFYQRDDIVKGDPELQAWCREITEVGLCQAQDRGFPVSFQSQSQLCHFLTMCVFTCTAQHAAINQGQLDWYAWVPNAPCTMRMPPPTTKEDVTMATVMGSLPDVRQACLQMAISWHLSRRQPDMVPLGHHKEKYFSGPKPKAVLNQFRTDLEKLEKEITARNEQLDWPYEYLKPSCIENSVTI
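Purified human 12hLO at 150 nM in 25 mM Hepes, 0.01% Triton X-100, pH 7.0, preincubated 15 min at room temperature with compound. Reaction started with 40 uM arachidonic acid, 30 min at room temperature. Hydroperoxide measured by Fe-xylenol orange, 573/405 nm absorbance ratio.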
* marks the source's active call; other numbers are inactive results; ? = inconclusive; [ ] = remark or other dose. On the % scale 0 is the no-effect control and ±100 the full control effect; potency means the concentration at half of the fitted maximal effect.

12-LOX inh	compound
-7.4%	COCCOc1cc(-c2noc([C@@H]3CCCN3Cc3ccc(NC(C)=O)cc3)n2)ccn1
-0.5%	CCN1c2cc(C(=O)Nc3cccc(C)c3)ccc2C(=O)N2CCCC21 (stereo unspecified)
2.3%[12.5 µM]	CC(C)C1=NOC2(CCN(S(C)(=O)=O)CC2)C1
1.7%	O=C1Nc2ccc(-c3ccccc3F)cc2C(=O)N2C[C@@H](NS(=O)(=O)c3ccc(F)cc3)C[C@@H]12
57.9%[activator]	O=C(COc1ccccc1)N1CCCC(Nc2ccc(F)cc2)C1 (stereo unspecified)
-0.4%	CCNC(=O)C1CCN(Cc2nc(-c3cccc(Oc4ccccc4)c3)oc2C)C1 (stereo unspecified)
19.5%	Cc1cc(C(=O)N2CCCCC2c2noc(COc3ccc(F)cc3)n2)n[nH]1 (stereo unspecified)
63.4%[activator][176 µM]	OCC1(CNCc2ccc(F)cc2)C[C@@H](O)[C@@H](O)C1 (stereo partly specified)
50.4%[activator]	CCSc1ncc(-c2c(-c3ccccc3)ncn2CC[C@@H](C)CO)cn1
-1.5%	COC(=O)[C@]1(C#N)[C@H](Cc2ccccc2)C(=O)N(Cc2ccc(Cl)cc2)[C@@H]1c1ccc(OC)cc1
72.4%[activator][176 µM]	CCOC(=O)c1cccc(NC(=O)N2CC[C@@H](CC(=O)NC3CC3)[C@@H](CC)C2)c1
35.3%	Cc1nn(C(=O)CCCC(=O)N2CCC(Cc3nncn3C)CC2)c2ccccc12
1.8%[176 µM]	N[S+](=O)([O-])c1ccc(C(=O)N2CC(c3ncc4c(-c5ccccc5)nccn34)C2)cc1
23.8%[176 µM]	Cc1noc2c(N3CCOCC3)cc(-c3cccs3)nc12
-2.0%[176 µM]	Cc1ccccc1-c1[nH]nc2ncc(-c3ccccc3C#N)nc12
33.9%[activator]	O=C(c1ccc2c(c1)OCO2)N1C[C@@H](CO)[C@H](c2ccccn2)C1
0.6%	Cc1ccc(S(=O)(=O)N2C[C@@H](F)C[C@H]2C(=O)N2CCCCC2)cc1Cl
-11.5%	COCCn1ncc(N2CCCC(CC(=O)NCc3ccc(Cl)cc3)C2)cc1=O (stereo unspecified)
10.4%	CCc1ccccc1NC(=O)N1CC(C(=O)N(C)C)C2(CCOCC2)C1 (stereo unspecified)
19.8%	CC(C)=CCn1c(-c2ccc(F)cc2)cn2cc(C(=O)N3CCCCC3)nc2c1=O
8.7%	O=C(O)C[C@@H]1CCN(C(=O)c2ccc(F)cc2)C[C@@H]1CCN1CCN(c2cccc(C(F)(F)F)c2)CC1
-8.8%	Cc1ccc(C(=O)Nc2cnc(-c3ccc(Cl)cc3)nc2)s1
?	O[C@@H]1[C@@H](Cn2cc(C3CC3)nn2)C[C@@H](NCc2nccs2)[C@@H]1O
8.9%	COC1C(=O)N(CC2CC2)C12CCN(C(=O)COc1ccc(F)cc1)CC2 (stereo unspecified)
49.8%[activator][176 µM]	O[C@@H]1C[C@@H](c2nc(-c3ccccc3)no2)N(Cc2ccncc2)C1

Some of these compounds in order of molecular weight, descending:
12-LOX inh	compound
-11.5%	COCCn1ncc(N2CCCC(CC(=O)NCc3ccc(Cl)cc3)C2)cc1=O (stereo unspecified)
10.4%	CCc1ccccc1NC(=O)N1CC(C(=O)N(C)C)C2(CCOCC2)C1 (stereo unspecified)
63.4%[activator][176 µM]	OCC1(CNCc2ccc(F)cc2)C[C@@H](O)[C@@H](O)C1 (stereo partly specified)

The results go on.
12-LOX inh	compound
-14.2%	COc1ccccc1N1CCN(CC[C@H]2CN(C(=O)CC(C)(C)C)CC[C@H]2CC(=O)O)CC1
33.9%[activator]	CCOc1nccnc1NC1CCN(C(=O)C2CCCO2)CC1 (stereo unspecified)
17.5%	C[C@]1(CO)[C@H]2Cc3sc(-c4ccccc4)nc3[C@@H](CC(=O)N3CCOCC3)[C@]2(C)CC[C@H]1O
-2.3%	Cc1ccccc1N1CCN(C(=O)c2ccc(Cn3ccn4nc5c(c4c3=O)CCCC5)cc2)CC1
37.4%	CCn1nccc1C(=O)N1CCC2(CC1)CC(N1CCN(CC(C)C)CC1)CCO2 (stereo unspecified)
11.4%	Cc1ccccc1N1CCN(C(=O)c2ccc3c(c2)N(C)C2CCCCCN2C3=O)CC1 (stereo unspecified)
-13.5%	CN(Cc1ccccc1)C(=O)c1cnc(Cc2c[nH]c3ccccc23)c(I)c1
17.7%	Cc1nc(-c2c3n(c(=O)n(CC(=O)Nc4c(C)cccc4C)c2=O)CCCC3)no1
-1.9%	O=C(O)c1cc2c(s1)CCN(C(=O)c1ccccc1)C2
?	Oc1cc(-c2cccc(Cl)c2)cc2c1OCCN(c1cc(C3CC3)ncn1)C2
35.2%[activator]	O=C(NCCn1cccc1-c1nc(-c2ccccc2)no1)c1ccccc1F
37.2%[activator]	Cc1cc(N2CCC(c3nccn3Cc3ccccn3)CC2)nc2ccccc12
16.5%	Cc1nn(C)cc1C(=O)NCCn1c(C)cnc1C1CC1
29.4%	CC[C@@H](NC(=O)Cc1[nH]nc2ccccc12)C1CC(O)C1 (stereo partly specified)
30.3%	CS(=O)(=O)N1CCC(Oc2ccc(C(=O)NCCc3cnccn3)cc2Cl)CC1
-2.8%	O=C1[C@@H]2C[C@@H](O)CN2C2(CN(Cc3c[nH]c4ccccc34)C2)C(=O)N1Cc1ccccc1F
25.9%	O=C(NC1CC1)[C@@H]1C[C@H](Oc2ccccc2)CN1C(=O)Cc1ccccc1
-13.2%	COc1ccc(C2CC(=O)C(c3ccc(Cl)cc3)=CN2Cc2ccccc2)cc1 (stereo unspecified)
62.1%[activator]	COc1ccccc1-n1nc(CC(N)=O)nc1Cn1cc(Cl)c(C)n1
50.0%[activator]	CCc1noc(-c2cn(C3CCN(C(=O)c4cccc(N(C)C)c4)CC3)nn2)n1
17.6%	COCCN(Cc1ccc(C)cc1)C(=O)[C@H]1O[C@@H](n2cnc(C(N)=O)n2)[C@H](O)[C@@H]1O
6.4%[176 µM]	O=C(Cc1c[nH]c2ncc(-c3ccccc3)cc12)NCCN1CCOCC1
21.2%[176 µM]	O=C1N(Cc2cccnc2)C[C@H]2CN(Cc3ccc(C(F)(F)F)cc3)CCN12
63.6%[activator]	CCn1cc(-c2ccncc2)cc1C(=O)NCc1ccc(SC)cc1
-1.8%	CSc1cccc(NC(=O)N[C@H]2CCN(C(=O)c3cccn3C)[C@@H]2C(=O)N[C@@H](Cc2cccs2)C(N)=O)c1

In the list so far, these have a COOH group:
12-LOX inh	compound
8.7%	O=C(O)C[C@@H]1CCN(C(=O)c2ccc(F)cc2)C[C@@H]1CCN1CCN(c2cccc(C(F)(F)F)c2)CC1
-14.2%	COc1ccccc1N1CCN(CC[C@H]2CN(C(=O)CC(C)(C)C)CC[C@H]2CC(=O)O)CC1
-1.9%	O=C(O)c1cc2c(s1)CCN(C(=O)c1ccccc1)C2

(continued)
12-LOX inh	compound
75.0%[activator]	COc1cc(-c2[nH]ncc2CN2CCCC2c2ccccn2)cc(OC)c1OC (stereo unspecified)
-3.9%[176 µM]	Cc1ccccc1CN1CCC2(CC1)OCCN(CCc1ccccc1)C2=O
30.0%[176 µM]	O=c1c2nc(Nc3cccnc3)ccc2ncn1Cc1ccccc1
26.3%	CC(C)CC(=O)NCCc1noc(-c2ccncc2)n1
50.8%[activator]	CC1=NS(=O)(=O)N(Cc2ccccc2)C=C1C(=O)OCc1nc(-c2ccccc2F)no1
?	Cc1cc(=O)oc2cc(CN3C(=O)C(=O)c4cc(F)ccc43)ccc12
-9.6%	CCc1nc2c(=O)n(CC(=O)NCc3ccc(Br)cc3)nc(C)c2s1
15.2%[176 µM]	O=C(NCCOc1ccccc1)c1nc2c(o1)CCN(CC1CCCCC1)CC2
?	O=C(Cn1nc(-c2cccs2)ccc1=O)NC1CCCc2c1[nH]c1ccccc21 (stereo unspecified)
6.5%[6.33 µM]	CC1C=CC(C)N1c1ncnc2c1CN(C1CCCNCC1)C(=O)CN2C (stereo unspecified)
68.3%[activator]	CCn1nccc1C(=O)N1CCC(Nc2nccnc2OC)CC1
?	O=C(N[C@@H]1CNC[C@H]1O)C1CCN(c2nc(-c3ccccc3)nc3c2CCC3)CC1
58.5%[activator]	O=C(Nc1ccc2c(c1)OCCO2)C1CCN(C(=O)N2CC3CC(C2)[C@H]2CCCC(=O)N2C3)CC1 (stereo partly specified)
8.1%	Cc1nc(-c2cnccn2)n(CC(=O)Nc2ccc(F)c(Cl)c2)c(=O)c1C
37.9%	CNC(=O)[C@H]1C[C@H](Oc2ccccc2)CN1Cc1scnc1C
13.7%	CCc1noc(-c2ccn3c(CNC(=O)CCc4cccc(OC)c4)nnc3c2)n1
-4.7%	O=C(N1CCC(n2cc(-c3nc(C4CC4)no3)nn2)C1)C1(c2ccccc2)CC1 (stereo unspecified)
40.5%[activator][176 µM]	CCOc1ccc(CN(C)C2CCOc3ccccc32)cc1 (stereo unspecified)
?	COC(=O)C1CN(Cc2cn(Cc3ccccc3)nn2)CCS(=O)(=O)N1Cc1ccccc1 (stereo unspecified)
5.4%	CC(C(=O)N1CCN(c2cc(-c3ccc(Cl)cc3)[nH]n2)CC1)c1ccccc1 (stereo unspecified)
-3.8%	COc1ccc(C(=O)N[C@@H]2CN(C(=O)Nc3cccc(C(F)(F)F)c3)CCC[C@H]2O)cc1
34.5%	CC(C)CCN1C(=O)CC[C@]2(C(=O)N3CCC(N4CCCCC4)CC3)CCCC[C@@H]12
108.7%[activator]	CCC(CC)CN1CC[C@H](c2n[nH]c(C)n2)[C@H](NC(=O)C2CCOCC2)C1
41.9%[176 µM]	CC(C)C[C@@H]1N[C@H](C(=O)NCC2CC2)Cc2cn(Cc3ccncc3)c3cccc1c23
27.9%	OCC1(CCCc2ccccc2)CCCNC1 (stereo unspecified)

Part of the list above, set out differently:
> CCOC(=O)c1cccc(NC(=O)N2CC[C@@H](CC(=O)NC3CC3)[C@@H](CC)C2)c1
- 12-LOX inh: 72.4%[activator][176 µM]

> Cc1nn(C(=O)CCCC(=O)N2CCC(Cc3nncn3C)CC2)c2ccccc12
- 12-LOX inh: 35.3%

(listing goes on)
12-LOX inh	compound
19.2%	C/C=C(\C)CN1CCCC(C(=O)Nc2ccccc2-c2ccc(OC)cc2)C1 (stereo unspecified)
?	O=C(C[C@@H]1CCNC[C@@H]1Cc1cc(-c2ccccc2)on1)NCc1cccnc1
4.7%[6.33 µM]	Cc1nn(-c2ccccc2)c(C)c1CN1CCC2(Cc3ccccc3CNC2=O)C1 (stereo unspecified)
-2.3%	CC(C)Oc1ccccc1Oc1ccc2c(-c3ccccn3)noc2n1
13.7%	CC(C(=O)N1CCCN(C)c2ccccc21)c1ccccc1 (stereo unspecified)
22.5%	O=C(CCc1ccccc1)N1CC(c2noc(COc3ccccc3)n2)C1
28.9%	Cc1ccc(OCc2nc(C3CCN(C(=O)c4ccn[nH]4)C3)no2)cc1 (stereo unspecified)
28.5%	Cn1nccc1C(O)c1cc2n(n1)CCN(C(=O)CCN1CCCO1)C2 (stereo unspecified)
1.0%	COc1ccc(C(=O)N2CCCC(c3nc(-c4cccnc4)no3)CCNC(=O)CC2)cc1F (stereo unspecified)
42.6%[activator]	Cc1nc(-c2c3n(c(=O)n(CC(=O)Nc4ccc(C)c(C)c4)c2=O)CCCC3)no1
26.5%	COc1cccc(S(=O)(=O)N2CC(Oc3ccccc3-c3noc(C)n3)C2)c1
?	CCn1ncnc1C(C)NC1CCC2(CCNCC2)CC1 (stereo unspecified)
21.1%	CN1CC2(CCN(S(=O)(=O)c3ccc(C#N)cc3)CC2)CC1C(=O)N1CCOCC1 (stereo unspecified)
26.9%	COc1ccc(C(=O)NC2CCN(c3cc(-c4ccc(Cl)cc4)[nH]n3)CC2)cc1
?	COC(=O)C1=C(C)N(C)C(=NCc2cccc(C(F)(F)F)c2)NC1c1ccccc1 (stereo unspecified)
81.9%[activator]	COCCN1C(=O)CS(=O)(=O)C12CCN(C(=O)c1sccc1C)CC2
-7.9%	CCCCCCCCN1C(=O)[C@@H](CC(=O)N2CCCC2)C[C@@]2(C(=O)OC)C1=C[C@H](C(C)(C)C)O[C@@H]2C
8.4%	COc1ccccc1-n1cc(C(=O)N2CC(C)(C)C(C)(O)C2)cn1 (stereo unspecified)
-3.6%[176 µM]	Cn1ccc2c(C(=O)NCC3CCC(=O)N3)nc(-c3ccccc3C#N)cc21 (stereo unspecified)
6.6%	N#Cc1ccc(S(=O)(=O)N2CCCCCCNC(=O)CC2c2ccccc2)cc1 (stereo unspecified)
8.4%	Cc1ncc(-c2c(-c3ccccc3)ncn2CC(c2ccco2)N2CCCC2)[nH]1 (stereo unspecified)
?	CC(C)(C)CC(=O)Nc1nc2c(s1)C[C@@H]1[C@](C)(CO)[C@H](O)CC[C@@]1(C)[C@@H]2CC(=O)Nc1cccc(O)c1
19.1%	O=C(CCc1ccccc1)N1CCN(c2cc(-c3ccccc3)[nH]n2)CC1
5.5%	O=C(CCc1nnn2c1CN(C(=O)c1cccc3[nH]ccc13)CC2)N1CCCC1
25.8%	CSc1cccc(NC(=O)C2CCCN(c3cnc4nc(C)c(C)nc4c3)C2)c1 (stereo unspecified)
23.5%	Cn1cccc1C(=O)N1CCC(Oc2ccccc2-c2nc(C3CCOCC3)no2)C1 (stereo unspecified)
?	CN1CCN(C(=O)CC2CCCN(c3cnn(CC4CC4)c(=O)c3)C2)CC1 (stereo unspecified)

An excerpt from above in order of their number in 12-LOX inh, highest first:
12-LOX inh	compound
28.9%	Cc1ccc(OCc2nc(C3CCN(C(=O)c4ccn[nH]4)C3)no2)cc1 (stereo unspecified)
23.5%	Cn1cccc1C(=O)N1CCC(Oc2ccccc2-c2nc(C3CCOCC3)no2)C1 (stereo unspecified)
22.5%	O=C(CCc1ccccc1)N1CC(c2noc(COc3ccccc3)n2)C1

Not all compounds are listed (hit frequency here may not be typical).
